Mcl-1 Bim block: inhibitors of Bim peptide binding to Mcl-1, primary screen, biochemical, bead-based flow cytometry, multiplex. Bim peptide-Mcl-1 binding. inhibition, % at 10 µM. hit rate 0.1% among 190,000. AID 1009, 2008; in the data active = inhibition above about 40%;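 also: 0% = no compound tracer wells and 100% = peptide blocker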
Target sequence (Q07820 whole entry, looked up): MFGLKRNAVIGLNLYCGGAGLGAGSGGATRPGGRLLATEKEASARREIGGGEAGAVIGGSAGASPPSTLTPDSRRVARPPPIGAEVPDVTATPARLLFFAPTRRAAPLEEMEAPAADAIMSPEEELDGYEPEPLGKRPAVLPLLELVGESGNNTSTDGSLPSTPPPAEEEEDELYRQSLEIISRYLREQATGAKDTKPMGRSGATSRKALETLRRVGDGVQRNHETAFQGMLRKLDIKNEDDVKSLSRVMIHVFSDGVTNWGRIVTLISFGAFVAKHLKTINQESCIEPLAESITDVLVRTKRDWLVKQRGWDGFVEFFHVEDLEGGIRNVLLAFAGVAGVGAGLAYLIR
RGS8-Gao: RGS8-Galphao binding modulators, primary screen, biochemical, multiplexed bead flow cytometry | Guanine nucleotide-binding protein G(o) subunit alpha (Homo sapiens), P09471 | actives lie on both sides | response (percent of control binding), % at 10 µM | hit rate 0.34% among 220,000; in the data active = response below about 60% or above about 140%; inactive = in between;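 also: Galphao activated as the GDP aluminium fluoride complex binding bead-coupled RGS8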
Target sequence (P09471 whole entry, looked up): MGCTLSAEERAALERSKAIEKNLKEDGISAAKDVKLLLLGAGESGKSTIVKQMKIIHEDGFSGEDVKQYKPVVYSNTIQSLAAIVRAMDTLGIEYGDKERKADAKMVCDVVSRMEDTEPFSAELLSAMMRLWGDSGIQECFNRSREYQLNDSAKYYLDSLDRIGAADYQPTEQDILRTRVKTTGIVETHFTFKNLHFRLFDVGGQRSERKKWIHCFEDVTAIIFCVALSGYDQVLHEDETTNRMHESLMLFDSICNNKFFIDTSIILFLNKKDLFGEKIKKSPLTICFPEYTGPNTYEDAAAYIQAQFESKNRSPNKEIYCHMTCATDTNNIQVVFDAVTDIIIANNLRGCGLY
Rab7 wt modul: modulators of GTP binding to Rab7, primary screen, biochemical, wildtype, multiplex bead flow cytometry; GTP binding activity (percent of control), % at 10 µM; hit rate 0.055% among 190,000; GST-Rab7 beads, fluorescent GTP binding; actives lie on both sides; untreated = 100%, excess cold GTP = 0%;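 active = fluorescent GTP binding to Rab7 beads changed by at least 20 points from the 100% baseline, either direction, mostly lower; inconclusive = compound itself probably fluorescent, or too few beads counted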;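 also: median green fluorescence of bound Bodipy-FL-GTP per Rab7 bead population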
HRas wt GTP bind: modulators of GTP binding to HRas wildtype, primary screen, biochemical, bead-based flow cytometry, multiplex | GTPase HRas (Homo sapiens), P01112 | GST-Ras wt beads, Bodipy-FL-GTP binding; actives lie on both sides | GTP binding activity, % at 10 µM | hit rate 0.14% among 190,000 | AID 759, 2007;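 active = GTP binding activity at least 20% away from the 100% baseline, either lowered as inhibitor or raised as activator; inconclusive = flagged as likely green fluorescent, judged across all proteins in the well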;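 also: 0% = unlabeled GTP competition control and 100% = no-compound control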
Target sequence (P01112 whole entry, looked up): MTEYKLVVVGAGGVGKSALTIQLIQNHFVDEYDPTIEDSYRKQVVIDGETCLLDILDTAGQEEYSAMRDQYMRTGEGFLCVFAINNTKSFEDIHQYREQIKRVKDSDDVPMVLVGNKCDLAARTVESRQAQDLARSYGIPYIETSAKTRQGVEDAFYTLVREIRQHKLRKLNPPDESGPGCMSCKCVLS
Rac1 mut GTP: GTP binding modulators of activated mutant Rac1, primary screen, biochemical, bead-based flow cytometry, multiplex, fluorescent GTP | GST-Rac1 activated beads; actives lie on both sides; 100% means binding = to untreated wells | percent activity (GTP binding), % at 10 µM | AID 764, 2007 | hit rate 0.11% among 190,000;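 active = GTP binding at least 20 percentage points away from the 100% baseline, in either direction, so actives lie on both sides; inconclusive = Compound likely fluorescent itself, or too few beads counted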
Pf gamet viab: late stage P. falciparum gametocyte viability inhibitors, primary screen, ATP luminescence, HTS. P. falciparum stage V gametocytes, 24 h. inhibition, % at 10.9 µM. hit rate 0.065% among 150,000. AID 743093, 2013;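 active = inhibition above the mean plus 3 SD of compounds within the control limits, set per campaign, cut at about 38% in these data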;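 also: 0% = DMSO wells and 100% = medium only without gametocytes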
Rab2A wt mod: modulators of GTP binding to Rab2A wildtype, primary screen, biochemical, dog, bead-based flow cytometry, multiplex | GST-Rab2 wt beads, Bodipy-GTP binding | GTP binding activity, % at 10 µM | hit rate 0.19% among 190,000 | AID 760, 2007;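 active = GTP binding activity at least 20 points away from 100%, either lowered or raised; inconclusive = signal likely due to the compound's own green fluorescence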;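 also: 0% = beads with excess unlabeled GTP and 100% = no-compound control corrected for plate trend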
Rac1 wt modul: wildtype Rac1 GTP binding modulators, primary screen, biochemical, GST-Rac1 beads, flow cytometry, multiplex | fluorescent GTP binding; actives lie on both sides; 0 = cold GTP competed, 100 = untreated | GTP binding activity (% of control), % at 10 µM | AID 757, 2007 | hit rate 0.27% among 190,000;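 active = GTP binding activity at least 20 points away from the 100% control level, either lower or higher; inconclusive = compound flagged as likely green fluorescent, judged across all proteins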
Cdc42 wt: modulators of GTP binding to wildtype Cdc42, primary screen, biochemical, multiplex bead flow cytometry, Bodipy-GTP; GST-Cdc42 beads; actives lie on both sides; hit rate 0.2% among 190,000; percent activity (GTP binding), % at 10 µM; Cell division control protein 42 homolog (Homo sapiens), P60953;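 active = percent activity GTP binding at least 20 points away from the 100% baseline, either down as inhibitor or up as activator; inconclusive = compound flagged as likely green fluorescent from well-wide comparison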;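 also: median bead fluorescence of bound Bodipy-FL-GTP at 100 nM; 0% = excess unlabeled GTP control and 100% = no compound control; below 100% means less GTP binding so inhibitor and above means activator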
Target sequence (P60953 whole entry, looked up): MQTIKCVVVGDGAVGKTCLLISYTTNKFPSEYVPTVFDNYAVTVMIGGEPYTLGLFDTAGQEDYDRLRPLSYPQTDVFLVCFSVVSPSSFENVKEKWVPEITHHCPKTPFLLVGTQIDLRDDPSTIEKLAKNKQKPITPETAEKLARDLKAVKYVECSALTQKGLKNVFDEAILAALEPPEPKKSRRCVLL
Mcl1 Noxa PPI: Mcl-1/Noxa binding inhibitors, primary screen, biochemical, TR-FRET, 1536-well; Induced myeloid leukemia cell differentiation protein Mcl-1 (Homo sapiens), Q07820; TR-FRET Mcl-1/Noxa peptide binding, 2 h; inhibition, % at 21.7 µM; hit rate 1.5% among 220,000;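 active = compounds that cut the protein-peptide binding signal by more than 50% relative to plate controls in a single-dose test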;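 also: His-tagged Mcl-1 with rhodamine Noxa BH3 peptide and terbium anti-His antibody; 0% = Mcl-1 plus Noxa peptide wells and 100% = peptide-only wells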
Mcl1-Bid inh: Mcl-1/Bid binding inhibitors, primary screen, biochemical, TR-FRET, 1536-well | Induced myeloid leukemia cell differentiation protein Mcl-1 (Homo sapiens), Q07820 | TR-FRET Mcl-1/Bid-Dy647 peptide binding | inhibition, % at 21.7 µM | hit rate 0.97% among 220,000;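 active = compounds that cut the binding signal by more than half at the single screening dose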;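 also: His-tagged Mcl-1 with europium anti-His antibody binding Bid BH3 peptide; 0% = Mcl-1 plus peptide wells and 100% = peptide-only wells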
* hit, by the source's call; ? = inconclusive; nt = not tested or not shown. This is a random part of the collection. About 2.9% of those tested had a hit in this group.

SMILES	Mcl-1 Bim block	RGS8-Gao	Rab7 wt modul	HRas wt GTP bind	Rac1 mut GTP	Pf gamet viab	Rab2A wt mod	Rac1 wt modul	Cdc42 wt	Mcl1 Noxa PPI	Mcl1-Bid inh
Cc1ccc(NCc2ccccc2OCc2ccccc2F)cc1	-1	100	103	100	97	nt	99	100	98	-4	-9
CCC(C)NS(=O)(=O)c1ccc(OCC(=O)NCc2ccco2)cc1 (stereo not given)	-3	101	99	102	102	nt	105	107	107	17	-17
CCOc1ccc(C(CC(=O)O)n2cnnn2)cc1OC (stereo not given)	-1	110	98	95	91	-4	95	100	95	27	-11
O=C(NCCCn1ccnc1)C(=O)NCC(c1cccnc1)N1CCN(c2ccccc2)CC1 (stereo not given)	0	101	101	102	99	nt	100	107	104	6	-16
O=C(NCCCN1CCOCC1)C(=O)NCc1ccccc1Cl	1	102	104	98	96	-4	98	99	97	2	-11
CCOC(=O)c1sc2cc([N+](=O)[O-])cc(SCC(=O)OC)c2c1N	-2	99	105	102	98	nt	99	103	101	45	-35
CCOc1ccc(CN2CCN(Cc3ccsc3)C(CCO)C2)cc1CO (stereo not given)	-1	102	103	100	97	16	97	101	96	12	-17
COCCOC(=O)c1c(C)n(C)c2ccc(OC(=O)c3ccco3)cc12	0	103	102	103	100	20	103	106	103	-4	9
Cc1ccc(-n2c(SCC(=O)NCC3CCCO3)nnc2-c2ccoc2C)cc1 (stereo not given)	3	107	100	103	102	nt	102	106	104	4	-14
O=C(c1ccccc1Cl)N1CCNCC1	-5	99	103	102	101	-9	103	107	103	9	-26
Cc1ccc(F)cc1NC(=O)CSc1ncccn1	0	102	88	94	97	nt	95	94	94	3	-21
Cc1cc(C)cc(NC(=O)CSc2nc(N)c(NC(=O)c3cccs3)c(=O)[nH]2)c1	-4	95	99	98	92	nt	96	98	94	7	-9
O=C(NCCc1ccccc1)NC1CCCCC1	-4	107	102	102	100	nt	103	103	105	-9	-6
Nc1nonc1-c1nc2ccccc2n1CC(=O)N/N=C/c1ccc(-c2ccccc2C(=O)O)o1	3	100	86	84	86	-9	82	77*	85	27	-15
CCN(CC)C(=O)COc1cc(C)cc2oc(=O)cc(-c3ccccc3)c12	-1	106	97	99	96	nt	99	99	100	17	-9
O=C(CN(Cc1ccccc1)S(=O)(=O)c1ccc(S(=O)(=O)N2CCOCC2)cc1)Nc1ccccc1	-2	104	101	99	101	19	100	103	102	13	6
O=C(N/N=C/c1c(Nc2cccc(C(F)(F)F)c2)nc2ccccn2c1=O)c1ccccc1[N+](=O)[O-]	-2	93	99	100	101	4	100	103	95	-11	-10
COc1ccc(C(=O)CSc2nnc(C3CCCCC3)n2N)c(OC)c1	4	102	102	98	96	8	99	100	99	25	14
Cc1ccc(-c2nc(SCC(=O)NCC3CCCO3)c(-c3ccc(Cl)cc3)[nH]2)cc1 (stereo not given)	0	106	94	96	97	nt	98	100	96	9	-8
O=C(CN1CCN(S(=O)(=O)c2ccc(F)cc2)CC1)Nc1ccc(Cl)c(C(F)(F)F)c1	-1	103	98	100	99	15	99	99	100	16	1
COc1ccccc1S(=O)(=O)Nc1ccc2cn[nH]c2c1	-4	104	96	100	96	-9	98	102	100	-3	-13
Cn1c(=O)c2c(nc(SCC(=O)NCc3ccc4c(c3)OCO4)n2Cc2ccccc2)n(C)c1=O	-3	102	100	102	100	nt	102	101	102	10	-13
CNC(=O)c1c[nH]n2c(=O)c(Cc3ccccc3F)c(C)nc12	3	102	100	100	99	nt	99	102	101	3	-32
COCC(=O)Nc1ccc(S(=O)(=O)NCCc2ccccc2)cc1	-1	105	100	104	101	nt	101	106	105	-12	-30
CCOC(=O)c1c(C)[nH]c(C)c1C(=O)COC(=O)c1nc2nccc(C)n2n1	0	104	96	99	97	5	94	101	97	7	-24
SMILES	Mcl-1 Bim block	RGS8-Gao	Rab7 wt modul	HRas wt GTP bind	Rac1 mut GTP	Pf gamet viab	Rab2A wt mod	Rac1 wt modul	Cdc42 wt	Mcl1 Noxa PPI	Mcl1-Bid inh
Cc1cc(C)n2nc(SCCCC(=O)c3ccc(F)cc3)nc2n1	0	101	105	100	96	-1	98	97	95	-2	-6
O=C(CCn1cccc1)Nc1nccs1	-1	99	102	102	99	nt	100	101	102	10	-38
Fc1ccc2c(c1)C(c1ccncc1)=NNC(c1cccnc1)=N2	-2	99	102	103	99	-21	104	102	105	8	-10
COC(=O)[C@H](CCSC)NC(=O)N1CCN(Cc2ccccc2)CC1	-1	102	94	97	96	-5	95	99	100	-3	-85
CCOC(=O)CCC(=O)O[C@H]1[C@H](O[C@@H]2[C@@H](C)[C@H](O[C@H]3C[C@@](C)(OC)[C@@H](O)[C@H](C)O3)[C@@H](C)C(=O)O[C@H](CC)[C@@](C)(O)[C@H](O)[C@@H](C)C(=O)[C@H](C)C[C@@]2(C)O)O[C@H](C)C[C@@H]1N(C)C	-3	105	100	101	97	nt	102	103	103	-5	2
CCc1ccc(N(C(=O)Cc2cccs2)C(C(=O)NC2CCCCC2)c2cn(C)nc2C)cc1 (stereo not given)	0	99	95	100	97	13	99	99	102	-13	-1
S=C(NCc1ccc(Cl)cc1Cl)Nc1ccccc1	-5	102	98	95	98	-14	97	98	94	22	-25
CN(c1ccccc1)S(=O)(=O)c1cccc(NC(=O)c2cc(=O)c3ccccc3o2)c1	1	98	106	99	96	8	101	100	98	6	-18
Cc1ccccc1NC(=O)Cc1c(O)c2ccccc2[nH]c1=O	-2	100	100	104	99	12	101	102	105	20	-56
CCOc1ccc(S(=O)(=O)Nc2ccc(S(=O)(=O)N3CCCCC3)cc2)cc1	-6	101	96	99	95	15	99	99	103	24	32
CCc1nnc(NC(=O)CSc2nnc(-c3ccco3)n2CCOC)s1	2	101	98	99	96	9	96	97	97	-2	-13
Cc1cc2cc(CN(Cc3ccco3)C(=O)C3CCCCC3)c(=O)[nH]c2cc1C	-2	97	99	99	97	nt	102	102	101	6	0
COCCn1c(SCC(=O)/C=C2\N(C)c3ccccc3C2(C)C)nnc1-c1ccncc1	-6	103	102	98	99	-1	99	102	98	12	-16
COc1ccc(-n2cnnc2SCCC#N)cc1	-3	100	102	103	100	nt	102	101	103	-12	-25
CN1C(=O)CSc2ccc(NC(=O)Nc3ccccn3)cc21	2	102	100	101	99	3	100	103	101	25	-44
Cc1nn(-c2ccccc2)c(N)c1C(O)(CC(=O)C(F)(F)F)C(F)(F)F (stereo not given)	-24	103	99	102	98	11	98	104	103	-8	-2
COC(=O)C1C2C=CC3(CN(Cc4cccs4)C(=O)C13)O2 (stereo not given)	-2	99	100	103	100	nt	101	103	104	20	-17
COC(=O)c1cc2ccccc2c(-c2c(O)ccc3ccccc23)c1O	-5	103	99	99	97	-5	96	101	93	5	23
Brc1ccc(Oc2ncc(CN3CCOCC3)s2)cc1	3	101	98	99	97	19	99	100	101	-12	-10
CN(CCc1ccccn1)S(=O)(=O)c1ccc(F)cc1	-9	101	97	99	98	1	99	99	99	24	38
Nc1nc2nc(SCC(=O)N3CCCc4ccccc43)[nH]c2c(=O)[nH]1	0	100	98	100	100	nt	100	105	103	59*	-10
CCc1c(C)nc(SCC(=O)c2ccc(C)c(C)c2)[nH]c1=O	-2	99	101	100	97	-23	97	101	100	13	-10
O=C(CNC1CCCC1)Nc1ccc(N2CCCCCC2)cc1	-2	96	108	102	99	-3	105	100	104	29	-19
O=C(O)CCCC(=O)Nc1cccc([N+](=O)[O-])c1	3	101	91	94	95	-2	94	95	93	19	-9
CC(C)CN(CC(C)C)C(=O)Cc1coc2ccc3ccccc3c12	-5	100	94	95	95	nt	93	94	94	18	11
SMILES	Mcl-1 Bim block	RGS8-Gao	Rab7 wt modul	HRas wt GTP bind	Rac1 mut GTP	Pf gamet viab	Rab2A wt mod	Rac1 wt modul	Cdc42 wt	Mcl1 Noxa PPI	Mcl1-Bid inh
CC(OC(=O)c1ccccc1O)C(=O)Nc1cccc(Cl)c1 (stereo not given)	0	102	97	95	92	8	96	97	96	-9	-16
COc1ccc(-c2nc3c(n2O)CCCC3=O)cc1OC	-1	100	96	99	100	9	98	100	101	1	19
CCOC(=O)c1c(C)n(C)c2ccc(OC)c(NC(=O)CCN3CCSCC3)c12	-2	103	96	97	92	-1	93	94	95	-1	-4
CS(=O)c1nc(-c2ccc(Br)cc2)cc(-c2ccccc2)c1C#N (stereo not given)	-1	99	100	98	92	nt	96	96	96	-20	23
Cc1ccc(CCNC(=O)C2CCN(S(=O)(=O)c3cccc4nsnc34)CC2)cc1	0	101	98	103	102	nt	102	103	103	-4	-14
Cc1[nH]c(=O)[nH]c(=O)c1S(=O)(=O)N1CCCC1	0	100	106	107	104	nt	108	112	109	1	-17
CCOC(=O)c1c(/N=C/N(C)C)sc(C=O)c1-c1ccccc1	0	99	105	96	92	16	96	97	97	13	-11
CCCCCCCOc1ccc(-c2ccc(C#N)cn2)cc1	-3	100	99	99	99	14	99	104	103	-1	-18
O=C1NN(c2ccc(F)cc2)C(=O)/C1=C/c1cccs1	0	102	103	98	92	-14	96	102	96	13	-62
O=C1CC(Nc2ccccc2)C(=O)N1c1ccc(N2CCOCC2)cc1 (stereo not given)	-1	99	101	99	97	nt	99	98	101	18	-24
COCCN(C(=S)Nc1cc(C)cc(C)c1)C(C)c1cccnc1 (stereo not given)	-2	107	97	102	103	nt	101	101	102	14	-75
CCCCN(C(=O)NC(=O)Nc1nc2ccc(OC)cc2s1)S(C)(=O)=O	-1	97	?	?	?	-6	?	?	?	25	-14
O=C(O)CCn1c(-c2ccccc2)cc2ccccc21	1	99	104	99	96	nt	100	99	98	7	-46
CN(CC(=O)Nc1ccccc1N1CCOCC1)CC(=O)Nc1ccc(F)c(F)c1F	0	102	98	96	93	-8	96	92	95	-1	-41
Cc1cccc(NC(=O)c2ccccc2O)c1C	-2	96	98	98	99	-6	98	104	101	-3	-5
Nc1ccc(Sc2cnn(-c3ccccc3)c(=O)c2Cl)cc1	-1	103	96	100	95	nt	97	96	98	-5	-35
O=C(CSc1nc2c(cnn2-c2ccccc2)c(=O)[nH]1)N1N=C(c2cccs2)CC1c1ccc(F)cc1 (stereo not given)	-5	103	99	97	94	nt	98	98	98	-14	-10
